Dynein cargo inh = dynein cargo transport inhibition | 3617.4 mouse cells, GR-EGFP nuclear translocation imaging; test concentration mostly 20 µM; stimulated with dexamethasone, 1 µM; hits give low values | z-score, hits read low | 0.47% of 220,000 active;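 active means plate z-score of nuclear minus cytoplasmic receptor signal below a set negative limit, without overly bright fluorescence or cell loss, cut at about -3.5 in these data, passing the limit was not always enough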;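 further: z-score of nuclear minus cytoplasmic ring GR-EGFP intensity difference per well; some compounds called inactive have numbers as strong as hits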
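Buffer or medium – tet-free medium with charcoal-stripped serum · Signal – automated 10x imaging of fixed Hoechst-stained cells · Also added – dexamethasone agonist, 1.0 µM final, for 30 min · Incubation – induction 48 h, compound 1 h, agonist 30 min · Read-out – GR-EGFP nuclear translocation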
b-catenin transl = alters nuclear translocation of beta-catenin in HeLa cells. 0.3% of 190,000 active. nuclear translocation activity, % at 5 µM. AID 1665. immunofluorescence imaging;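 active means nuclear translocation activity above 50% at 5 µM, with a well cell count of 50 or more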;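 further: per-cell ratio of nuclear to cytoplasmic median beta-catenin stain intensity; plate controls were DMSO negative control for no effect and GSK-3 inhibitor IX positive control for full effect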
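Test system: human HeLa cells, endogenous beta-catenin. Times: 24 h compound exposure, 37°C. Measured by: beta-catenin immunofluorescence imaging with DAPI.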
MT stabilizer = microtubule stabilization, imaging screen; 0.83% of 200,000 active; HeLa tubulin immunostaining HCS, 24 h; share of cells brighter than vehicle mean+2SD; % tubulin-high responders, % at 10 µM;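 active means plate Z-score above 3 for both tubulin-high and condensed-nucleus cell shares, with cell loss under 80%, at 10 µM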;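 further: anti alpha tubulin signal scored within the nucleus-defined area of each cell; some results filed as inactive read as strong as hits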
Lipid droplet = hepatic lipid droplet formation modulation. inhibition, % at 6.5 µM. AML12 mouse hepatocytes, oleate lipid droplets, BODIPY imaging. 0.4% of 240,000 active. AID 1656;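 active means lipid droplet intensity inhibited by at least 50%, with more than 500 cells counted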
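Assay system: AML12 mouse liver cells | Compound: 6.5 µM single-point dosing | Schedule: Overnight exposure | Technique: Fluorescence imaging, 20x objective, two fields per well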
Ins promoter up = MIN6 insulin promoter up-regulation; 0.3% of 190,000 active; MIN6 insulin promoter-GFP reporter, high-content imaging; hits give high values; z-score at 5 µM;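 active means z-score above 3 at 5 µM with at least 500 cells counted in the well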
XIAP displacement = small molecules displacing peptide from XIAP – biochemical, IAP family, fluorescence polarization (AID 1018); XIAP BIR domain, fluorescence polarization peptide displacement; higher % means a stronger effect; displacement, % at 20 µM; hits with a dose series show IC50 in µM; 0.007% of 200,000 active; in the data active means displacement above about 50%; further: a part of the inactive calls stands beside numbers as strong as those of hits
ER stress rescue = protection against thapsigargin-triggered cell killing – 384-well, CSM14.1, ATP luminescence, primary screen (AID 1222) | CSM14.1 thapsigargin-induced death rescue, ATP luminescence; higher % means a stronger effect | cellular ATP content (survival), % at 20 µM; hits with a dose series show EC50 in µM | 190,000 tested, under 10 active;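 active means EC50 below 50 µM in the dose-response confirmation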;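 further: death triggered by thapsigargin at about 15 µM added after 2 h compound pretreatment; cell ATP read after overnight thapsigargin exposure of roughly 18 to 22 hours; normalized against plate controls of thapsigargin alone and 5% DMSO vehicle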
Autophagy HCS = autophagy modulation, high-content screen; 0.98% of 190,000 active; calls only at 10 µM (by protocol); MEF GFP-LC3 puncta imaging; test concentration mostly 10 µM; AID 463193;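 active means percentage of spot-positive cells more than 3 SD above its plate mean, without a fluorescence outlier flag or 80% toxicity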;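 further: spot-positive cell cutoff set from DMSO-treated cells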
WT yeast gro inh = growth inhibition of WT yeast, mitochondrial fusion screen; inhibition, % at 10 µM; AID 1362; mitochondrial fusion phenotypic screen, WT strain; 2.1% of 190,000 active; in the data active means inhibition above about 58%; tested in S. cerevisiae
WT yeast gro inh mutant strain = second read-out of WT yeast gro inh, no call of its own (marks repeat the call); inhibition, %; mitochondrial fusion phenotypic screen, mutant strain inhibition
Dynein cargo inh cytoplasmic EGFP = second read-out of Dynein cargo inh, no call of its own (marks repeat the call); z-score; measured here: cytoplasmic GR-EGFP intensity; hits give high values
Dynein cargo inh nuclear GR-EGFP = recorded beside Dynein cargo inh, whose call it bears; z-score; measured here: nuclear GR-EGFP intensity;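 lower value marks the stronger effect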
Dynein cargo inh cell count = recorded beside Dynein cargo inh, whose call it bears; z-score; measured here: cell count per field
Ins promoter up cell count = second read-out of Ins promoter up, no call of its own (marks repeat the call); cell count; measured here: cytotoxicity, nuclei count;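 total cells summed across four imaged fields per well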
Lipid droplet cells 6.5 µM = further read-out of Lipid droplet, marked with its call; cell count; measured here: cell count, cytotoxicity flag;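 cells counted across two imaged fields per well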
b-catenin transl cell count 5 µM = also measured in b-catenin transl; calls as there; cell count; measured here: cell count, cytotoxicity flag
MT stabilizer Hoechst-high % = also measured in MT stabilizer; calls as there; % Hoechst-high responders; measured here: nuclear condensation Hoechst responders;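 share of cells brighter than vehicle mean plus two SD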
MT stabilizer cytotoxicity % = further read-out of MT stabilizer, marked with its call; toxicity, %; measured here: cytotoxicity by cell density;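 0% = mean cell density of plate MIN control wells and 100% = no cells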
Autophagy HCS cell loss 18 h = further read-out of Autophagy HCS, marked with its call; toxicity, %; measured here: cell loss, nuclei count;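 cell loss after 18 h compound exposure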
The depositor's hits bear a star; i = inactive; . = not tested or not shown.

item	Molecule	Dynein cargo inh	Dynein cargo inh cytoplasmic EGFP	Dynein cargo inh nuclear GR-EGFP	Dynein cargo inh cell count	b-catenin transl	b-catenin transl cell count 5 µM	MT stabilizer	MT stabilizer Hoechst-high %	MT stabilizer cytotoxicity %	Lipid droplet	Lipid droplet cells 6.5 µM	Ins promoter up	Ins promoter up cell count	XIAP displacement	ER stress rescue	Autophagy HCS	Autophagy HCS cell loss 18 h	WT yeast gro inh	WT yeast gro inh mutant strain
1	N#CC1=C(S)N(c2ccccc2)C(c2ccc(-c3cccc(Cl)c3)o2)NC1=O (stereo not drawn)	-1.2	-0.069	-0.96	0.36	-1.3	577	2.1	3.5	12	2	656	-0.22	1233	-2.2%	-0.6%	i	-16	7	4
2	CCNc1c([N+](=O)[O-])ncn1C	0.093	-0.22	0.11	-0.68	-0.5	1019	0.8	1.2	4.0	9	780	-0.75	753	-3.8%	2.6%	i	2	-1	1
3	COC(=O)[C@H](C(C)C)n1c(C)c(C(C)=O)c(C(C)=O)c1C	-0.19	0.12	0.28	-0.22	-0.1	1028	2.5	2.5	3.0	11	701	-0.48	1704	-5.8%	-2.4%	i	15	-5	-10
4	CC1(C)NC(=O)N(CCOCCOc2ccccc2)C1=O	-0.4	0.29	-0.058	0.35	-0.5	987	1.7	1.0	11	-1	776	0.85	902	-1.3%	1.9%	i	1	-16	-16
5	Cn1cc(C(CC(=O)O)C(=O)O)c2ccccc21 (stereo not drawn)	-1	0.25	-0.46	0.059	.	.	2.8	2.2	4.6	15	807	.	.	-2.7%	-0.6%	i	-2	-11	14
6	Nc1nnc(SCC(=O)OCC(=O)Nc2ccccc2)s1	-0.77	-0.3	-0.4	1.1	-4.5	1029	2.5	2.0	1.3	-2	630	0.92	1391	-2.5%	-1.8%	i	16	-2	10
7	CCOC(=O)c1c(C)c(C(=O)NCc2ccco2)c(C)n1C	1.3	-0.13	1	-0.0029	3.9	835	3.2	1.5	6.5	-3	688	-0.04	1528	-7.2%	1.0%	i	17	-7	-16
8	CCOc1ccc(C(=O)O)cc1OC	-0.31	-0.14	0.018	-0.25	.	.	2.3	0.9	1.3	.	.	.	.	-16%	5.6%	i	-11	3	-3
9	Cn1c(SCC(=O)NCc2cccs2)nnc1-c1ccc(O)cc1	-0.68	-0.31	-0.51	0.77	-1.3	1105	1.9	2.9	8.9	9	715	.	.	-3.2%	-0.2%	i	27	6	3
10	O=C1CCCc2c1cc(C(=O)NC1CCSC1=O)c(=O)n2-c1ccccc1 (stereo not drawn)	0.62	-0.12	0.86	-0.14	.	.	1.8	2.2	7.4	0	819	-0.04	894	-5.4%	-0.2%	i	38	.	.
11	CC(=O)Nc1ccc2nc3ccccc3nc2c1	0.2	-0.22	0.055	0.41	-1.0	1383	.	.	.	-15	708	0.36	1023	.	.	.	.	.	.
12	O=c1c2c(nc3nc(NCc4ccccc4Cl)[nH]n13)CCC2	0.081	-0.16	0.11	0.41	0.5	1095	4.6	2.0	2.4	4	705	0.98	1295	0.3%	-0.3%	i	-13	-5	-16
13	Cn1nnnc1SC(C(=O)Nc1cccc(C(F)(F)F)c1)c1ccccc1 (stereo not drawn)	0.83	-0.31	0.12	-0.28	-0.8	908	2.2	1.5	7.4	-10	680	0.66	1298	-8.5%	-4.2%	i	7	15	1
14	O=C1N(Cc2cccnc2)C[C@@H]2C[C@@H](c3ccccc3C#Cc3ccccc3)N3CCC[C@@]123	-0.28	-0.24	-0.33	0.82	-2.9	990	4.8	1.8	6.3	-13	753	0.28	1480	-6.1%	8.5%	i	14	15	8
15	Cc1cc(C)cc(NC(=O)CSc2nc3c(c(=O)n2C)SC(C)C3)c1 (stereo not drawn)	-0.31	-0.17	0.13	1.1	-0.4	1088	2.8	1.6	3.9	-4	643	-0.96	1908	-2.7%	-4.2%	i	-8	-3	-6
16	COc1ccc(S(=O)(=O)N2CCOCC2)cc1NC(=O)CN1CCCCCC1	0.39	-0.024	0.12	-0.29	-0.8	1135	3.1	2.4	10	3	687	-0.12	1648	0.4%	-0.8%	i	-2	-15	3
17	COc1ccc(/C=N/c2nc3ccccc3n2C)cc1OC	-0.14	-0.19	0.14	-0.72	-3.2	858	5.1	2.8	7.0	.	.	-0.29	1530	-2.0%	0.6%	i	4	2	-3
18	Cc1cccnc1Nc1ncnc(N)c1[N+](=O)[O-]	0.28	-0.26	0.32	0.085	3.0	1040	2.0	2.4	0.2	0	713	-0.02	1226	-4.6%	.	i	7	6	7
19	COc1cc(CNC(=O)c2nc(Cn3nc(C)c(Br)c3C)no2)cc(OC)c1	0.47	-0.19	0.34	-0.72	4.2	1097	2.0	1.7	1.1	1	688	0.76	1185	-5.0%	-0.6%	i	24	5	2
20	O=C(N/N=C/c1ccccc1)c1[nH]ncc1Br	-0.53	0.16	0.14	0.59	1.0	977	2.8	2.5	4.3	-18	661	-0.01	1237	-2.7%	-2.2%	i	1	1	9
21	COc1ccc2c(CCNC(=O)c3ccc([N+](=O)[O-])cc3)c[nH]c2c1	-0.56	-0.3	-0.36	0.44	-0.4	1545	1.7	2.1	3.2	-11	693	-0.74	1559	0.6%	-0.6%	i	1	13	6
22	O=C(CN(c1ccccc1)S(=O)(=O)c1ccc(F)cc1)N1CCCCCC1	0.31	-0.27	0.41	-0.98	-5.0	1249	0.9	0.6	15	-41	745	-1.3	1337	-5.8%	1.1%	i	-3	7	5
23	COC(=O)c1cc(Br)c(=O)n(Cc2ccc3c(c2)OCO3)c1	-0.57	-0.14	-0.083	0.46	0.9	720	8.2	4.3	6.0	.	.	0.09	933	-4.5%	-2.0%	i	1	-1	-11
24	Cc1ccc2c(c1)[C@H]1OCC[C@H]1[C@@H](c1ccncc1)N2	-1.1	-0.23	-0.64	0.77	-2.4	1145	3.0	2.1	8.6	.	.	0.97	941	-1.8%	0.6%	i	3	-2	-2
25	COc1ccc(C(=O)OCn2nnc3ccccc3c2=O)cc1	-0.57	-0.34	-0.52	0.54	-0.9	1089	1.7	1.7	6.0	0	730	0.47	1203	-8.1%	-0.8%	i	43	-3	-6
26	N=c1oc2ccc3ccccc3c2cc1-c1nc(-c2ccccc2)cs1	-2.6	2.6	-0.28	0.59	0.4	938	1.8	1.6	0.8	-9	488	.	.	-5.3%	0.6%	i	2	35	-4
27	CCN(CC)C(=O)c1ccc(O)c(OC)c1	0.21	-0.28	0.3	0.42	-4.5	575	2.8	2.3	11	.	.	.	.	-4.2%	-1.5%	i	11	-4	-30
28	CC(C)CNC(=O)C(=O)NNC(=O)C1CCCCC1	0.37	-0.11	0.53	-0.26	-2.4	1315	2.0	1.5	7.4	.	.	-0.31	1479	-3.4%	4.2%	i	16	-2	10
29	CS(=O)(=O)N1CCN(S(=O)(=O)c2ccccc2[N+](=O)[O-])CC1	-0.2	-0.37	0.015	0.76	-1.2	948	1.7	1.6	12	-2	699	0.09	1486	-2.0%	-1.0%	i	11	-11	10
30	CN(C(=O)CSc1nnc(-c2ccccc2)o1)c1c(N)n(Cc2ccccc2)c(=O)[nH]c1=O	0.29	-0.33	0.41	0.29	3.5	1067	7.1	3.0	6.4	1	658	-0.33	1240	-7.8%	-0.9%	i	21	-8	5
31	COC(=O)Nc1nnc(Cc2ccc(OC)cc2)s1	0.45	-0.093	0.17	-0.98	-0.5	1011	8.4	1.8	6.6	.	.	-0.5	1634	4.3%	3.7%	i	6	4	4
32	O=C(CSCC(=O)N1CCOCC1)Nc1nc(-c2ccc3c(c2)OCO3)cs1	2.1	0.17	1.8	-1.8	.	.	6.9	2.5	3.8	.	.	0.21	1082	-3.2%	-1.1%	i	4	8	6
33	COC(=O)CNC(=O)c1cccc(F)c1	-0.84	0.11	-0.28	0.67	.	.	1.0	1.1	3.5	21	777	.	.	-3.5%	-0.8%	i	-1	-31	-47
34	Clc1cccc(-c2nnc3sc(-c4ccc5c(c4)OCO5)nn23)c1	.	.	.	.	2.2	1146	.	.	.	.	.	-0.09	1299	-1.0%	0.5%	.	.	.	.
35	O=C(O)Cc1ccc(NS(=O)(=O)c2ccccc2Br)cc1	-1.5	-0.32	-0.34	1.3	-3.3	1109	2.6	0.8	19	-10	682	1.8	1339	-4.5%	0.1%	i	19	7	8

In another format: results already given
31. COC(=O)Nc1nnc(Cc2ccc(OC)cc2)s1
27. CCN(CC)C(=O)c1ccc(O)c(OC)c1
26. N=c1oc2ccc3ccccc3c2cc1-c1nc(-c2ccccc2)cs1
32. O=C(CSCC(=O)N1CCOCC1)Nc1nc(-c2ccc3c(c2)OCO3)cs1

Assay by compound | 31 | 27 | 26 | 32
Dynein cargo inh | 0.45 | 0.21 | -2.6 | 2.1
Dynein cargo inh cytoplasmic EGFP | -0.093 | -0.28 | 2.6 | 0.17
Dynein cargo inh nuclear GR-EGFP | 0.17 | 0.3 | -0.28 | 1.8
Dynein cargo inh cell count | -0.98 | 0.42 | 0.59 | -1.8
b-catenin transl | -0.5 | -4.5 | 0.4 | .
b-catenin transl cell count 5 µM | 1011 | 575 | 938 | .
MT stabilizer | 8.4 | 2.8 | 1.8 | 6.9
MT stabilizer Hoechst-high % | 1.8 | 2.3 | 1.6 | 2.5
MT stabilizer cytotoxicity % | 6.6 | 11 | 0.8 | 3.8
Lipid droplet | . | . | -9 | .
Lipid droplet cells 6.5 µM | . | . | 488 | .
Ins promoter up | -0.5 | . | . | 0.21
Ins promoter up cell count | 1634 | . | . | 1082
XIAP displacement | 4.3% | -4.2% | -5.3% | -3.2%
ER stress rescue | 3.7% | -1.5% | 0.6% | -1.1%
Autophagy HCS | i | i | i | i
Autophagy HCS cell loss 18 h | 6 | 11 | 2 | 4
WT yeast gro inh | 4 | -4 | 35 | 8
WT yeast gro inh mutant strain | 4 | -30 | -4 | 6

Source: PubChem BioAssay
